Fh CTSL1 inh – Fasciola hepatica cathepsin L1 inhibitors, primary screen, counter-screen for PFM18AAP inhibitor project, biochemical, QFRET, fluorogenic peptide substrate; recombinant F. hepatica cathepsin L1, Z-Leu-Arg-MCA fluorescence; inhibition, % at 5.96 µM; actives 0.49% (n = 300,000);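 active = inhibition above the mean of all tested compounds plus 3 SD, set per screening campaign, cut at about 17% in these data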;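 also: 0% = plate median of test compound wells and 100% = 1 µM Z-Phe-Ala-diazomethylketone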
PP1 counter – PP1-alpha phosphatase inhibitors, primary screen, counter-screen for PP5 inhibitor project, biochemical, fluorescence, OMFP substrate, single point; Serine/threonine-protein phosphatase PP1-alpha catalytic subunit (Homo sapiens), P62136; purified PP1alpha; inhibition, % at 6.7 µM; actives 0.9% (n = 320,000);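 active = inhibition above the mean inhibition of all tested compounds plus 3 SD, computed separately for each screening campaign, cut at about 15% in these data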
JMJD2C inh – inhibitors of GASC-1 histone demethylase, primary screen, biochemical, fluorescence, DELFIA europium | Lysine-specific demethylase 4C (Homo sapiens), Q9H3R0 | GST-JMJD2C(1-420) H3K9me3 demethylation | inhibition, % at 2.35 µM | actives 0.069% (n = 330,000) | AID 2099, 2009;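 active = more than half of a compound's replicate wells show inhibition beyond 50%, single wells judged on their own value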;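 also: signal counts dimethyl H3K9 product captured on neutravidin plate; 0% = median of DMSO wells and 100% = 0.3 times that DMSO median; strong numbers were not always called active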
core dimer inh – inhibitors of HCV core protein dimerization, primary screen, biochemical, TR-FRET, high-throughput | actives 0.33% (n = 300,000) | inhibition, % at 5 µM | AID 1899, 2009 | TR-FRET GST/Flag-core106 dimerization, 1536-well;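 active = inhibition above the mean of all tested compounds plus 3 SD, set per screening campaign, cut at about 45% in these data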
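Assay system – GST-tagged and Flag-tagged HCV core protein residues 1-106 · Quantity – core106 proteins, GST 13.5 nM and Flag 17 nM · Benchmarks – unlabelled core106 and no-GST-core106 wells · Read-out basis – percent inhibition of core106 dimerization signal · Detection – time-resolved FRET, ex 340 nm, em 617 and 671 nm · Schedule – 4 h at 22.5 °C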
EBNA-1 inh – EBNA-1 DNA-binding inhibitors, primary screen, biochemical, fluorescence polarization. actives 0.34% (n = 300,000). inhibition, % at 14.8 µM; in the data active = inhibition above about 28%
Yeast superoxide – reduction of superoxide in aged yeast, primary screen, HTS; S. cerevisiae aged cells, superoxide DHE fluorescence; stronger effect = lower value; actives 0.18% (n = 330,000); superoxide response (% of plate mean), % at 10 µM;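 active = superoxide response under a set limit, about three screen SD below normal, cut at about 65% in these data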;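 also: yeast aged for seven days with compound at 30 °C before DHE staining; 100% = average MFI of all compound-treated wells on the plate with controls excluded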
PP5 inh – PP5 phosphatase inhibitors, primary screen, biochemical, fluorescence; Serine/threonine-protein phosphatase 5 (Homo sapiens), P53041; purified PP5c, OMFP substrate fluorescence; inhibition, % at 6.7 µM; actives 0.18% (n = 320,000); AID 1987, 2009;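 active = inhibition above the campaign's mean inhibition across all tested compounds plus 3 SD, cut at about 9.5% in these data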;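 also: 0% = DMSO only and 100% = 100 µM cantharidin control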
Target sequence (P53041 whole entry, looked up): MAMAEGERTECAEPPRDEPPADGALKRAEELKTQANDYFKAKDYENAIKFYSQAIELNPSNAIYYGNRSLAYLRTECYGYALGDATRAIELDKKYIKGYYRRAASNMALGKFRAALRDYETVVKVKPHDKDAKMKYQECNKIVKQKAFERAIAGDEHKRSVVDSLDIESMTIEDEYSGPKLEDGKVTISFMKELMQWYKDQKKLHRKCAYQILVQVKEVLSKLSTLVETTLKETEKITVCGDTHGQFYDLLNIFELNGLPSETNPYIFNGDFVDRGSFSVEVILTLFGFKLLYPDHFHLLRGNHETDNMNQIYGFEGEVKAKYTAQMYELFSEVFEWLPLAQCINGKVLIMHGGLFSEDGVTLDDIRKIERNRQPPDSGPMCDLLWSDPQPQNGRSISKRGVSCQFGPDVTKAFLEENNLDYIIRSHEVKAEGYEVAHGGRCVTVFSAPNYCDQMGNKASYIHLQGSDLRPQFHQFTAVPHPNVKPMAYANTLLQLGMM
ZTA DNA inh – blocks Epstein-Barr virus ZTA, an EBNA-1 counter-screen; P03206; ZTA-DNA binding, fluorescence polarization; inhibition, % at 11 µM; actives 0.15% (n = 320,000); AID 2234; in the data active = inhibition above about 33%
Target sequence (P03206 whole entry, looked up): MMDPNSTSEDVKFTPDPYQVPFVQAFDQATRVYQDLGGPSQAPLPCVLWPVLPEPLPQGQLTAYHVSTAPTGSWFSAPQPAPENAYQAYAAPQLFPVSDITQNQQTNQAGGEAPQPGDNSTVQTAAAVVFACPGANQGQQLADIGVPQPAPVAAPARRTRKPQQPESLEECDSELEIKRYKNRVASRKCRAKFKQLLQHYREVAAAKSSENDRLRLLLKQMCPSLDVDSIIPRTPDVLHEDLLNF
TPT1 inhibitor – Candida albicans TPT1 enzyme inhibitors, primary screen, biochemical, fluorescence polarization; tRNA 2'-phosphotransferase TPT1 (Candida albicans SC5314); recombinant caTPT1, FP RNA substrate dephosphorylation; inhibition, % at 5 µM; actives 0.81% (n = 300,000);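 active = inhibition above the mean of all tested compounds plus 3 SD, set per screening campaign, cut at about 24% in these data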;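 also: plate controls were DMSO alone for no effect and ferristatin control at 100 nM for full effect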
An asterisk follows results filed as active; . = not tested or not shown. Outcome played no part in choosing rows. About 3.1% of those tested had a hit in this group.

mol	Fh CTSL1 inh	PP1 counter	JMJD2C inh	core dimer inh	EBNA-1 inh	Yeast superoxide	PP5 inh	ZTA DNA inh	TPT1 inhibitor
Cc1ccc(NC(=O)CN(C)Cc2ccc(Cl)cc2)cc1	7	-1	48	1	-4	97	-2.3	-11	-2
CC(C)C(Nc1ncnc2c1oc1ccccc12)C(=O)O (configuration not stated)	3	-1	7	-1	11	103	0.8	0	3
C=CCOc1cccc(C2C(C(=O)c3ccc(C)o3)=C(O)C(=O)N2c2nnc(C)s2)c1 (configuration not stated)	5	2	12	6	4	95	0.5	1	-11
CC(C)(C)NC(=O)NC(=O)CN1CCN(S(=O)(=O)c2ccc3c(c2)CCCC3)CC1	-13	7	0	0	-4	96	-0.4	-24	-4
O=C(O)C1CCCCC1C(=O)NCCc1c[nH]c2ccccc12 (configuration not stated)	-1	-1	-1	-8	-3	93	1.1	-24	-3
COC(=O)c1ccc(Cn2c(O)c(N=O)c3ccccc32)o1	-2	2	1	-2	4	95	0.3	-1	-1
CC(C)(C)n1ncc2c(=O)n(CC(=O)NCc3ccccc3)cnc21	3	-2	-22	4	-13	124	1.4	-2	-1
CCOc1ccc(/C=N/NC(=O)c2cc(-c3ccco3)nc3ccccc23)cc1	3	0	3	24	2	103	-0.2	5	2
COc1cccc(CNc2ccc3c(c2)nc(C)n3C)c1OC	-3	2	-5	-23	-9	102	3.5	-18	-1
COCCCNc1nc2ccccc2nc1NS(=O)(=O)c1cccs1	2	1	2	0	-5	94	1.6	6	4
CCCCN(C(=O)c1cc(Cl)nc2ccccc12)c1c(N)n(Cc2ccccc2)c(=O)[nH]c1=O	1	-3	-2	1	2	113	-1.7	17	3
COCCNC(=S)Nc1ccccc1[N+](=O)[O-]	5	-6	12	-1	3	95	-2.1	-1	2
N#CCC(CNc1ncc(C(F)(F)F)cc1Cl)OC(=O)c1cccc(C(F)(F)F)c1 (configuration not stated)	2	3	8	-1	6	120	5.8	0	-1
O=C(NCc1ccco1)c1noc2c1CCCCC2	0	-3	-7	-4	-4	105	0.9	1	-1
Cc1cc(C)c(C(=O)C(C)OC(=O)Cn2cnc3c2c(=O)n(C)c(=O)n3C)cc1C (configuration not stated)	-2	-9	5	-5	-6	94	-0.8	-3	-4
C/C(=N\OCc1ccc(C#N)cc1)c1cc2ccccc2o1	-1	1	3	1	2	100	1.9	3	2
Cc1ccccc1NC(=S)N(C)CCc1ccccn1	-2	-4	7	-2	5	114	2.4	0	2
Nc1nc(SCC(=O)Nc2ccccc2Sc2ccccc2)n[nH]1	1	-4	-1	-1	8	109	-0.4	2	-1
FC(F)Sc1ccc(-n2cc(-c3ccccc3)[n+]3c2CCC3)cc1	-5	1	11	-5	3	92	0.1	9	1
COc1ccccc1CNC(=O)CNC(=O)N1CC(=O)Nc2ccccc21	-1	1	4	-5	1	82	-0.4	1	-1

Complete entries, looked up by structure. Order of values: Fh CTSL1 inh, PP1 counter, JMJD2C inh, core dimer inh, EBNA-1 inh, Yeast superoxide, PP5 inh, ZTA DNA inh, TPT1 inhibitor
Results for O=C(NCc1ccco1)c1noc2c1CCCCC2 = 0, -3, -7, -4, -4, 105, 0.9, 1, -1
Results for CCCCN(C(=O)c1cc(Cl)nc2ccccc12)c1c(N)n(Cc2ccccc2)c(=O)[nH]c1=O = 1, -3, -2, 1, 2, 113, -1.7, 17, 3

Later entries
mol	Fh CTSL1 inh	PP1 counter	JMJD2C inh	core dimer inh	EBNA-1 inh	Yeast superoxide	PP5 inh	ZTA DNA inh	TPT1 inhibitor
COc1ccc(CNC(=O)CN2CCC(C(=O)c3ccc(OC)cc3)CC2)cc1	0	-1	29	0	3	101	-0.2	5	-1
CCCN1C(=O)c2ccccc2NC1c1ccc(Br)cc1 (configuration not stated)	0	2	0	-1	1	94	-0.2	6	-1
COCCCNc1nc2c(-c3cccc(C)c3)nnn2c2ccccc12	18*	6	9	-12	8	93	-0.2	9	0
Cc1ccc(C)c(NC(=O)CN(C)C(=O)c2ccccc2OCc2ccccc2Cl)c1	2	-1	8	4	-2	100	-0.1	1	0
COc1cccc(C(=O)NNC(=O)C(=O)Nc2ccc(C)c(Cl)c2)c1	3	16*	7	10	5	106	2.0	11	1
CC(C)c1ccc(NC(=O)COC(=O)c2ccc(CN3CCCC3=O)cc2)cc1	.	-6	.	.	.	85	0.5	23	.
NS(=O)(=O)c1ccc(NNC(=O)c2ccccc2C(=O)O)cc1	9	0	-25	2	3	79	1.5	2	-3
O=C1NC[C@@H](Cc2ccc(O)cc2)N(CCc2cccc(F)c2)C1=O	-1	-2	8	5	-2	106	2.1	-6	-4
OCCNC(=S)Nc1cc(Cl)cc(Cl)c1	5	1	-10	-4	-5	96	3.3	-10	2
CCCCOc1cccc(C2/C(=C(/O)c3ccc4c(c3)CC(C)O4)C(=O)C(=O)N2CCN2CCOCC2)c1 (configuration not stated)	1	12	14	6	-6	99	1.8	8	-1
Cc1cccc(-n2nnc(C(=O)NC3CCCc4ccccc43)c2N)c1 (configuration not stated)	1	3	0	1	-16	104	5.7	-6	0
Cc1cc(=O)[nH]c(N/N=C2/CCCC/C2=C\c2ccccc2)n1	2	1	12	3	3	120	-0.1	11	-2
O=C(CN(Cc1cccs1)C(=O)CNS(=O)(=O)c1ccccc1)NC1CCCC1	2	-1	-3	-2	-14	105	-0.2	2	-2
COCCCNc1nc2c(-c3cccc(C)c3)nnn2c2ccc(Cl)cc12	1	8	-3	11	-7	89	-0.6	6	5
CCCCc1oc2c(c(=O)c1C)C(=O)CC(c1ccccc1)C2 (configuration not stated)	0	6	-5	5	4	110	4.3	-16	-3
COc1ccc(C(CNC(=O)CNC(=O)c2cccc(Cl)c2)N2CCCC2)cc1 (configuration not stated)	.	-4	10	.	.	88	1.7	-13	.
O=C(NCCCc1ccccc1)C1CC(=O)N(c2ccc3c(c2)OCCO3)C1 (configuration not stated)	-1	2	9	-1	2	97	-0.3	11	1
CC(C)(C)c1[nH]nc2c1C(C1C=CCCC1)C(C#N)=C(N)O2 (configuration not stated)	2	-4	7	0	-7	92	4.8	1	-3
CC(=O)N1c2ccc(S(=O)(=O)NCCC(=O)NC3CCC(C)CC3)cc2CC1C (configuration not stated)	-2	1	24	-9	3	83	0.8	-1	-4
CC12CCC(=O)N1C(C(=O)NNC(=O)c1ccc(Br)cc1)CS2 (configuration not stated)	.	2	1	.	.	98	2.7	-8	.
OCC1N=C(c2ccccn2)OC1c1ccccc1 (configuration not stated)	2	-5	9	-2	-2	106	1.4	-6	0
CCOc1ccc(N2CC(NS(=O)(=O)c3cccnc3)CC2=O)cc1 (configuration not stated)	-4	-4	-11	0	1	89	6.7	-5	-3
COc1cc(OC)cc(C(=O)Nn2c(C)nc3ccccc3c2=O)c1	-2	5	-4	-2	-10	108	4.4	-20	0
Cc1cc(C(=O)CCl)c(C)n1CC1COc2ccccc2O1 (configuration not stated)	8	-2	3	10	-5	111	0.5	-1	2
CCOc1ccc(-c2nc(N)ncc2Oc2cccc(OC)c2)c(O)c1	2	1	-2	4	-9	118	5.8	15	1
Cc1ccc(NC(=O)[C@H](NC(=O)[C@@H]2Cc3ccccc3CN2)c2ccccc2)c(C)c1	-3	-1	-16	2	-10	94	1.0	10	-1
CN(CC(=O)Nc1ccccc1C(F)(F)F)C(=O)C1=COCCO1	0	-1	-4	-2	-6	77	-3.7	15	0
COc1ccc(C(=O)NNC(=O)CN2CCN(c3nc(-c4ccccc4)cs3)CC2)cc1	2	0	-6	-7	13	111	3.3	-22	-3
COc1ccc(C)cc1S(=O)(=O)N1CCC(C(=O)NCCC2=CCCCC2)CC1	-6	1	4	-2	-5	99	2.3	-16	-2
Cc1nc(NCCN2CCOCC2)c2nnn(Cc3ccccc3Cl)c2n1	-2	-1	1	-3	0	85	1.1	3	-1

Part of the list above with just EBNA-1 inh:
SMILES | EBNA-1 inh
Cc1ccc(NC(=O)CN(C)Cc2ccc(Cl)cc2)cc1 | -4
CC(C)C(Nc1ncnc2c1oc1ccccc12)C(=O)O (configuration not stated) | 11
C=CCOc1cccc(C2C(C(=O)c3ccc(C)o3)=C(O)C(=O)N2c2nnc(C)s2)c1 (configuration not stated) | 4
CC(C)(C)NC(=O)NC(=O)CN1CCN(S(=O)(=O)c2ccc3c(c2)CCCC3)CC1 | -4

Following part:
mol	Fh CTSL1 inh	PP1 counter	JMJD2C inh	core dimer inh	EBNA-1 inh	Yeast superoxide	PP5 inh	ZTA DNA inh	TPT1 inhibitor
COc1ccc(CCNS(=O)(=O)c2ccc3c(c2)CC(C)N3C(C)=O)cc1OC (configuration not stated)	6	-2	-8	0	3	95	-2.6	14	-4
CCOc1ccccc1C1CC(=O)Nc2c1c(=O)n(C)c(=O)n2C (configuration not stated)	-2	0	-2	-9	-1	113	3.0	3	2
O=C(Nc1ccc2c(c1)OCCO2)NC12CC3CC(CC(C3)C1)C2	-5	-1	-9	1	5	101	3.2	-1	-2
CCOCCCNCc1ccc(OCc2ccccc2Cl)cc1	1	-1	3	6	4	99	-2.1	7	3
COc1ccc(CCNS(=O)(=O)c2ccc3c(c2)NC(=O)C(C)S3)cc1OC (configuration not stated)	1	0	-3	-14	5	110	-0.8	-8	-1
CCOC(=O)C(=NCCOC)NNc1cc(Cl)ccc1Cl	7	0	-15	-9	-2	75	1.6	-13	0
O=C(COc1ccc2cc(-c3ccccc3)c(=O)oc2c1)NCC1CCC(C(=O)O)CC1 (configuration not stated)	6	-6	-1	0	-5	119	3.6	-12	2

From PubChem
